KDM5B inh = inhibitors of human KDM5B histone demethylase | KDM5B demethylase, FDH-coupled NADH fluorescence (FDH is formaldehyde dehydrogenase) | Potency, µM (doses to about 57.7 µM), for inactives: at the highest dose activity change, negative = inhibition, hits mostly inhibitors | 220,000 tested, 2.6% active | AID 1347165; active = well fitted inhibition curve with a large enough effect; inconclusive = small, poorly fitted or top-dose-only effect; inactive = no such curve, though single readings can be large or run the other way; note: 0% is about no effect; nearly all actives have a fitted effect of over 70% in size
Target sequence (Q9UGL1 whole entry, looked up): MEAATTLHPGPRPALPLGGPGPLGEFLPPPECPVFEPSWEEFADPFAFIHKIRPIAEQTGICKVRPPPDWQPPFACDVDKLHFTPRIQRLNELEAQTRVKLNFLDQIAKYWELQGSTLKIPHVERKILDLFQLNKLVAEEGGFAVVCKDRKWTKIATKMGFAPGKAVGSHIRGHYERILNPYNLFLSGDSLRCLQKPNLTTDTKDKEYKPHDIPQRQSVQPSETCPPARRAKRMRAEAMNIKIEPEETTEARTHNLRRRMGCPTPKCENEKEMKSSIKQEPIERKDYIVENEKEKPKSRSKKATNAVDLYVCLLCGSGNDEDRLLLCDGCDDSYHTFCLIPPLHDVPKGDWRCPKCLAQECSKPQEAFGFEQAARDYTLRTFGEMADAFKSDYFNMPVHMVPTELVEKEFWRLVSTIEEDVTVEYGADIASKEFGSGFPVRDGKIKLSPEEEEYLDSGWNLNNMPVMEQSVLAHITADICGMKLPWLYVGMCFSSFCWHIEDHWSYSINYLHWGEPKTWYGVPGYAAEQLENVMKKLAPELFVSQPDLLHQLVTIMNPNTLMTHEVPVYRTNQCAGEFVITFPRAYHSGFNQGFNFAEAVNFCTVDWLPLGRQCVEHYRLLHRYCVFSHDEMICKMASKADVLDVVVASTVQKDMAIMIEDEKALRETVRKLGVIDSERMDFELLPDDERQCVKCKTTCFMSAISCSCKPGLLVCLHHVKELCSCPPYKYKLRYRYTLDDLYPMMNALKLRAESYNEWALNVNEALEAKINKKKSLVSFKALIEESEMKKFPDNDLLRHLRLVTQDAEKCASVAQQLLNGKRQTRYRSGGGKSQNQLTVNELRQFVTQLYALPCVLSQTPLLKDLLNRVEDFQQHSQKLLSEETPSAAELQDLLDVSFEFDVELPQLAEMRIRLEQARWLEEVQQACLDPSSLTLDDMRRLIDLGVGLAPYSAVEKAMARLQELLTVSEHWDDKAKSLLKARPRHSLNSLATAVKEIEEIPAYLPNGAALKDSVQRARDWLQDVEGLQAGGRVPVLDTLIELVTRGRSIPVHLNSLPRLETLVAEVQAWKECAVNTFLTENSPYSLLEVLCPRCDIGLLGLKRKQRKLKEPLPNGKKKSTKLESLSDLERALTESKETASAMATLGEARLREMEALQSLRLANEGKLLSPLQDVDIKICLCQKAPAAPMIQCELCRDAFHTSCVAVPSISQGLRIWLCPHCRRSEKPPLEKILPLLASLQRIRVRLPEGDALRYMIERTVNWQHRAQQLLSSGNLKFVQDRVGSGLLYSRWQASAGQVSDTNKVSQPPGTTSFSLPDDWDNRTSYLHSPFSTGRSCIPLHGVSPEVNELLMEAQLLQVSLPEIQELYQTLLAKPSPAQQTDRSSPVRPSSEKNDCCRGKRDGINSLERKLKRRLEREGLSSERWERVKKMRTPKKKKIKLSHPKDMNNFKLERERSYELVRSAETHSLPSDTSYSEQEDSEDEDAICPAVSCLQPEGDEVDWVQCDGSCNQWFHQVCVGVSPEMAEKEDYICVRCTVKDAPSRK
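Compound dilutions met 200 nM (final) KDM5BΔAP for 10 min at room temperature before substrate addition. The substrate mix held 12.5 µM H3K4me3 with cofactors 25 µM α-ketoglutarate and 50 µM Fe²⁺. NADH signal gain over 30 min defined activity.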
* = called active by the depositor; i = inactive; ? = inconclusive; [ ] = dose if it differs, or a comment. Potency is the fitted concentration of half-maximal effect. Not all compounds are listed; the hit share may differ from the screen's.

| SMILES | KDM5B inh |
| --- | --- |
| COc1cccc(C(=O)NC(C(=O)NCC(C)C)C2CCN(C(=O)c3ccc(F)cc3)CC2)c1 (stereo not drawn) | 5% |
| O=C(NCc1ccc(Cl)cc1)c1cc2n(n1)CC(c1ccc(Cl)cc1)OC2 (stereo not drawn) | ? |
| Cc1cnc(CC2CCN(C(=O)C3CC3)C2)n1C(C)C (stereo not drawn) | 36% |
| CN(C)CCNC(=O)CCn1ccc2cc(S(=O)(=O)N3CCCCC3)ccc21 | -1% |
| COc1ccc(-c2cc(C[C@@H]3CC[C@H](O)[C@@H](CNC(=O)Nc4ccccc4OC)O3)no2)cc1 | -3% |
| CCC(=O)N1CCc2cc(Br)cc(S(=O)(=O)CCC(=O)NCCc3ccc(OC)c(OC)c3)c21 | 0% |
| N=C(N)c1ccc(COCc2ccccc2)cc1 | 9% |
| CN(CC1CCOCC1)C(=O)NC1CCCC1 | 24% |
| Cc1nccn1CCN(C)c1ccc(-c2nc(COc3ccccc3)no2)cn1 | 22µM* |
| CC(NC(=O)c1nn(C)c(=O)c2ccccc12)c1ccc(Br)cc1 (stereo not drawn) | 6% |
| Cc1oc2cc(OCC(=O)NC3CC3)ccc2c(=O)c1-c1ccc(Cl)cc1 | 13% |
| Cc1noc([C@@H]2CN(C(=O)c3ccsc3)C[C@H]2C(N)=O)n1 | 0% |
| COc1cc2cc(CNc3ccc(C)cc3)c(=O)n(CC(=O)Nc3ccc(C(C)C)cc3)c2cc1OC | ? |
| Cc1ccc(-n2c(=O)c3sccc3n(CC(=O)N3CCCCC3C)c2=O)c(C)c1 (stereo not drawn) | -17% |
| CC(C)NCc1cccc(OCc2ccccc2)c1 | -6% |
| COc1cc(/C=C2\Oc3cc(OS(C)(=O)=O)cc(C)c3C2=O)cc(OC)c1OC | 9% |
| CC(C)c1nccn1CCCNC(=O)c1ccc(NC2CCC(O)CC2)nc1 (stereo not drawn) | 28µM* |
| O=C1N[C@H](CCC(=O)N2CCCC2)C(=O)Nc2ccccc21 | -12% |
| O=C(Nc1c(NC2CCCC2)c2ccccc2oc1=O)c1ccc(Cl)cc1 | -10% |
| Cc1ccc(C(=O)NCc2cccs2)cc1N | -11% |
| Cc1noc(C)c1CC(=O)N1CCN(C(=O)N(C)C)[C@@H]2CS(=O)(=O)C[C@@H]21 | 5% |
| Cc1cccc(CN2CCN(C)C3(CCC(=O)N(CC(=O)O)CC3)C2)n1 (stereo not drawn) | -19% |
| CSc1ccc(C(C2=C(O)CC(C)(C)CC2=O)C2C(=O)CC(C)(C)CC2=O)cc1 (stereo not drawn) | ? |
| COc1cc(/C=C/CN2CC(=O)N(C(C)C)CC(OCc3noc(C)n3)C2)ccc1O (stereo not drawn) | ? |
| COc1ccc(OCc2nc3ccccc3n2C(C)c2ccccc2)cc1 (stereo not drawn) | ? |
| O=C(CCCc1nc2ccccc2[nH]1)N1CCc2c(nc3cc(-c4ccccc4)[nH]n3c2=O)C1 | 32µM* |
| COCCNC(=O)CSc1nc(-c2ccccc2)[nH]c1-c1ccc(OC)cc1 | 11% |
| COCCn1cnnc1C(C)NC(=O)CCc1nc(-c2ccccc2OC)no1 (stereo not drawn) | -5% |
| CC1=NN(c2nc(C)cc(C)n2)C(=O)C1Cc1ccccc1 (stereo not drawn) | -20% |
| CC(C)(C)C1CCC(C(=O)Nc2ccc(Cl)cc2)CC1 (stereo not drawn) | 22% |
| CC(Sc1nc(C2CC2)nc2ccccc12)C(=O)NC(=O)NC(C)(C)C (stereo not drawn) | 6% |
| CCN(CC)C(=O)c1cc(-c2ccc(C)s2)nc2ccccc12 | i |
| CC(=O)NCC(=O)N1CCCn2cc(-c3ccccc3F)nc21 | 38%[activator] |
| CC(NC(=O)c1cn(C)nc1-c1ccc2c(c1)OCCCO2)C1CC1 (stereo not drawn) | 4% |
| O=C1NCCCCCN(Cc2cccnc2)[C@@H]2CN(C(=O)NCCc3ccccc3)CC[C@@H]12 | -16% |
| Cc1ccc(C(=O)N2CC(C(=O)NCCc3ccncc3)C3(CCOCC3)C2)cc1F (stereo not drawn) | 14% |
| CN(CCNC(=O)CN1CC2CC(C1)[C@H]1CCCC(=O)N1C2)C1CCCCC1 (stereo partly drawn) | -1% |
| CCOc1ccc(NC(=O)C(C)Sc2nc3ncccc3o2)cc1 (stereo not drawn) | 2% |
| CCCCNC(=O)C1(NC(=O)Cc2cn(C)c3ccccc23)CCCCC1 | 3% |
| O=C(CSc1nc2c([nH]c3ccccc32)c(=O)n1-c1cccc(Cl)c1)c1ccccc1 | 7% |
| CC(C)C(=O)NC(Nc1ccccc1)C(Cl)(Cl)Cl (stereo not drawn) | 21% |
| CCNc1ccc(S(=O)(=O)N(CC)CC)cc1NC(=O)c1ccccc1F | 17% |
| CC(C)(C)c1cc(CCCSCCCc2cc(C(C)(C)C)c(O)c(C(C)(C)C)c2)cc(C(C)(C)C)c1O | 17% |
| Cc1ccc(N2CCN(C(=O)CCS(=O)(=O)c3cc4c(cc3Cl)NC(=O)CO4)CC2)c(C)c1 | -19% |
| CCOc1ccc(-c2cc(OC(=O)c3ccc(F)cc3)c3c(C)oc(C)c3c(=O)c2)cc1 | ? |
| O=C1NC2=C(C(=O)CCC2)C(c2ccc(OC(F)F)cc2)N1 (stereo not drawn) | -12% |
| CC(Oc1ccc(C(C)(C)C)cc1)C(=O)Nc1cccc2cccnc12 (stereo not drawn) | -13% |
| O=C(/C=C/c1cccc(Br)c1)c1ccc2c3c(cccc13)CC2 | -29% |
| O=C(CN1CCN(c2cnn(-c3ccccc3)c(=O)c2Cl)CC1)Nc1ccc2c(c1)OCCCO2 | 19% |
| COCCOc1ccc(NC(=O)CC(C)(C)C)cc1 | -1% |

(more compounds)
| SMILES | KDM5B inh |
| --- | --- |
| O=C(c1csc2nc(-c3ccc(F)cc3)cn12)N1C[C@H]2CC[C@@H](C1)N2 | ? |
| C=C(C)/C=C1/CN(Cc2ccc3c(c2)OCO3)C(=N)N1C(=O)OCc1ccccc1 | -38% |
| CCc1ccc(C(=O)NCc2ccco2)o1 | 6% |
| Clc1ccc(-c2ncc(-c3ccccc3)o2)cc1 | ? |
| CC1=C(c2ccc(C)cc2)S(=O)(=O)N=C1N1CCN(c2ccccc2)CC1 | 3% |
| O=C(c1ccco1)N1CCCn2cc(-c3ccccc3F)nc21 | -28% |
| CCOc1cc(C(=O)Nc2nnc3n2CCS3)cc(OCC)c1OCC | -8% |
| CCCCn1c(NCc2ccc(OC)cc2O)nc2ccccc21 | -10% |
| COc1c(C)cccc1C(=O)N1CCC2(CC1)CNC(C(=O)O)C2 (stereo not drawn) | 32%[activator] |
| CCc1nc2c(c(-c3ccc(Cl)cc3)n1)CCN(C(=O)c1ccc(OC)cc1)CC2 | 4% |
| CCCn1nc(-c2nn3c(-c4cc(F)ccc4F)nnc3s2)cc1C | -8% |
| COCCn1c(-n2nc(C)cc2C)nc2c1c(=O)n(Cc1ccc(Cl)cc1)c(=O)n2C | 14% |
| O=C(c1cc(Br)cn2ccnc12)N1CCCC1 | 35µM* |
| Cc1ccc(OCC(=O)Nc2c(Cl)ccc3nsnc23)cc1C | -30% |
| CC(N)c1ccc(O)cc1 (stereo not drawn) | 20% |
| CCc1ccc([S+](=O)([O-])c2nnn3c2nc(N2CCC(F)CC2)c2ccccc23)cc1 | ? |
| Cc1ccc(Nc2nc(C)nc3c2oc2ccccc23)cc1 | i |
| CCCCOc1ccc(S(=O)(=O)n2nc(C)c(S(=O)(=O)N3CCC(C)CC3)c2C)cc1 | ? |
| CN1C(=O)C(CC(=O)NCc2ccccc2F)Sc2ncccc21 (stereo not drawn) | -4% |
| COc1ccc2c(C)cc(SCC(=O)NCC3CCCCC3)nc2c1 | 8% |

The list continues:
compound | KDM5B inh
CCCc1noc(-c2cccn3c(CNC(=O)c4ccc(C)cc4)nnc23)n1 | 25µM*
COc1ccc(-c2noc(CC3CCN(C(=O)c4ccc(C)nc4)CC3)n2)cc1 | -6%
CCc1ccc(OCC(=O)Nc2cc(-c3nc4cc(C)ccc4o3)ccc2C)cc1 | -16%
Cc1ccc2nc(Cl)c3cc(C(=O)N4CCCC(C)C4)sc3c2c1 (stereo not drawn) | 3%
CC(C)c1ccc(-n2ccc3nc(N4CCCC4)ncc3c2=O)cc1 | 7%
CCc1nn(CC(=O)NCc2ccccc2)c(=O)c2cccn12 | -11%
S=C1NCN(Cc2ccco2)CN1Cc1ccco1 | 15%
CCOC(=O)C(=O)C1=C(N2CCOCC2)/C(=C/c2ccccc2)CC1 | ?
CC1=C(C(=O)N2CCC(CCC(=O)Nc3ccc4c(c3)OCCO4)CC2)OCCO1 | -5%
Cc1nn2c(c1-c1ccccc1[S+](C)(=O)[O-])N(Cc1ccccc1F)CCC2 | -2%[86.2 µM]
COc1cc(/C=C2\Oc3c(ccc(OS(C)(=O)=O)c3C)C2=O)cc(OC)c1OC | 6%
Cc1cccc(C)c1NS(=O)(=O)c1ccc(NS(=O)(=O)c2ccc3c(c2)OCCO3)cc1 | -19%
CCCNC(=O)N1CCN(S(=O)(=O)c2ccc3c(ccn3C)c2)CC1 | -35%
COc1cc(/C=N/OCCOc2ccccc2C(C)=O)cc(Cl)c1OC | 1%
Cc1ccc(OC2(C(=O)NCc3ccccc3-n3ccnc3)CCNCC2)cc1 | 11%
CC1CCC(NC(=O)c2cc(Sc3ccc(F)cc3)nc3ccccc23)CC1 (stereo not drawn) | -9%
CC(C)[C@@H](N)C(=O)NCC1CCC(C(=O)N[C@@H](Cc2ccccc2)C(=O)O)CC1 (stereo partly drawn) | -22%
CCn1cc(C(=O)N2CCN(c3cccc(C)c3C)CC2)c2cc(OC)c(OC)cc2c1=O | -8%
CCCCN(CC)CCNC(=O)c1nn(-c2ccc(OC)cc2)c(=O)c2c1c1ccccc1n2C | -2%
COCc1ccc(C(=O)N2CCN(CCO)CC(O)C2)cc1 (stereo not drawn) | 5%
COCCNc1ncccc1-c1noc([C@@H]2CCCN2C2CCC2)n1 | 32µM*
COC(=O)c1sc(NC(=O)COc2ccc(C)cc2)nc1C | 8%
CC(C)c1ccc(C(C)NC(=O)C2CC2)cc1 (stereo not drawn) | 18%
Cc1ccc(CCNC(=O)C(NS(=O)(=O)c2ccc3c(c2)oc(=O)n3C)C(C)C)cc1 (stereo not drawn) | -7%
O=C(c1ccco1)N1N=C(c2c(-c3ccccc3)c3cc(Cl)ccc3[nH]c2=O)CC1c1ccco1 (stereo not drawn) | ?
CN(C)CC(=O)Nc1ccc2n(c1=O)C[C@H]1C[C@@H]2CN(C(=O)c2ccc(-c3ccccc3)cc2)C1 | 8%
COc1ccc(CC(=O)N2CCC[C@H]2c2nc(-c3ccccc3)no2)cc1 | 8%
Cc1c(C(=O)N(Cc2cccc(Cl)c2)Cc2ccco2)oc2ccccc12 | -8%
O=C(COc1ccccc1F)Nc1nnc(S(=O)(=O)N2CCCCCC2)s1 | -2%
O=[N+]([O-])c1ccc(CS(=O)(=O)N2CCN(c3ccccc3)CC2)cc1 | 5%

A stretch of the results above, as a working copy:
compound | KDM5B inh
COc1cccc(C(=O)NC(C(=O)NCC(C)C)C2CCN(C(=O)c3ccc(F)cc3)CC2)c1 (stereo not drawn) | 5%
O=C(NCc1ccc(Cl)cc1)c1cc2n(n1)CC(c1ccc(Cl)cc1)OC2 (stereo not drawn) | ?
Cc1cnc(CC2CCN(C(=O)C3CC3)C2)n1C(C)C (stereo not drawn) | 36%
CN(C)CCNC(=O)CCn1ccc2cc(S(=O)(=O)N3CCCCC3)ccc21 | -1%
COc1ccc(-c2cc(C[C@@H]3CC[C@H](O)[C@@H](CNC(=O)Nc4ccccc4OC)O3)no2)cc1 | -3%
CCC(=O)N1CCc2cc(Br)cc(S(=O)(=O)CCC(=O)NCCc3ccc(OC)c(OC)c3)c21 | 0%
N=C(N)c1ccc(COCc2ccccc2)cc1 | 9%
CN(CC1CCOCC1)C(=O)NC1CCCC1 | 24%
Cc1nccn1CCN(C)c1ccc(-c2nc(COc3ccccc3)no2)cn1 | 22µM*
CC(NC(=O)c1nn(C)c(=O)c2ccccc12)c1ccc(Br)cc1 (stereo not drawn) | 6%
Cc1oc2cc(OCC(=O)NC3CC3)ccc2c(=O)c1-c1ccc(Cl)cc1 | 13%
Cc1noc([C@@H]2CN(C(=O)c3ccsc3)C[C@H]2C(N)=O)n1 | 0%
COc1cc2cc(CNc3ccc(C)cc3)c(=O)n(CC(=O)Nc3ccc(C(C)C)cc3)c2cc1OC | ?
Cc1ccc(-n2c(=O)c3sccc3n(CC(=O)N3CCCCC3C)c2=O)c(C)c1 (stereo not drawn) | -17%

Next compounds.
compound | KDM5B inh
CC(C)(C)CC(=O)N1CCN2C(=O)N(CC(N)=O)C(=O)[C@@H]2C1 | 3%[86.2 µM]
COc1ncccc1-c1cnc2[nH]cc(CC(=O)NC(C)C)c2c1 | 32µM*
COc1ccc(C2(C(=O)N3CCC(Cc4ccccc4)CC3)CCOCC2)cc1 | 13%[115 µM]
CCOCCOC(=O)c1ccc2c(c1)N(Cc1ccccc1C#N)C(=O)c1ccccc1S2(=O)=O | -20%
O=C(O)c1cccnc1SCc1cccc(Cl)c1 | 16%
COc1ccc(N(CC(=O)N2CCN(c3cc(C)ccc3C)CC2)S(=O)(=O)c2c(C)noc2C)cc1 | ?
N#Cc1nc(-c2ccc(OCc3ccccc3)cc2)oc1NCCCN1CCOCC1 | ?
CC(=O)N1CCC(N[C@@H]2CO[C@H](CNS(=O)(=O)c3ccccc3)[C@H]2O)CC1 | 39%[activator][86.2 µM]
Cc1ccsc1C(=O)NCc1cccnc1 | 22%
COc1ccccc1OCCC(=O)OCC(=O)c1cccc(Cl)c1 | -9%
O=C1NCCCCCCN(C(=O)CCC2CCCC2)[C@H]2CCCC[C@@H]12 | -10%
Oc1ccc(Cl)cc1C=Nc1ccc(Cl)c(C(F)(F)F)c1 | -1%
COc1ccccc1NC(=O)Cn1c(=O)n(Cc2nc(-c3ccccc3)no2)c(=O)c2ccccc21 | 8%
CSc1nc2c(cc1C#N)CCC2 | -11%
O=C(NC1CCN(c2cc(-c3ccccc3)[nH]n2)CC1)c1ccc2ccccc2n1 | -37%

High-throughput results: PubChem BioAssay, National Center for Advancing Translational Sciences (NCATS)
